XiGFP reactiv – activators of X-chromosome reactivation in mouse fibroblasts. AID 743238. XiGFP mouse fibroblasts, % GFP-positive cells imaging, 3 d; cells co-treated with 5-aza-dC sensitizer; scaled so ellipticine positive control = 100%. activation, % at 7.58 µM. 360,000 compounds, 0.055% hits;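 active = mean normalized replicate activation at least 10% and every replicate at or above 10%; inconclusive = only one of the two criteria met; inactive = mean below 10% and not all replicates reach 10%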;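 also: 0% = median of on-plate neutral control wells and 100% = ellipticine 6 µM median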
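System: XiGFP fibroblasts, SV40-immortalized. Medium: DMEM plus 5-aza-dC sensitizer. Doses: single point. Timing: 3 d treatment, 15 min room-temperature fixation. Control set: ellipticine 6 µM.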
RAD52 inh – inhibitors of human RAD52 DNA annealing; inhibition, % at 18.7 µM; 360,000 compounds, 0.46% hits; recombinant RAD52 DNA annealing, FRET fluorescence;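 active = every replicate showing at least 50% inhibition; inconclusive = mean inhibition at least 50% but not in every replicate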
EWS-Fli block – EWS/Fli transcriptional activity inhibition | 350,000 compounds, 0.67% hits | AID 651661 | inhibition, % at 12.6 µM | A673 NR0B1-luciferase reporter, viability-normalised;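 active = mean inhibition of at least 50% after viability correction, with every replicate also passing that limit; inconclusive = mean reaches 50% but only one of two replicates passes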;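 also: firefly luciferase signal divided by Alamar Blue viability fluorescence both relative to DMSO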
S100A4 MyoIIA – S100A4-myosin IIA interaction inhibition; 360,000 compounds, 0.14% hits; inhibition, % at 10.7 µM; AID 652163; P26447; S100A4/TAMRA-MyoIIA peptide fluorescence polarization;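 active = mean inhibition of at least 70% across replicates, with every replicate also reaching that level; inconclusive = mean inhibition reaches 70% but some replicates fall short; inactive = mean inhibition below 70%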
Target sequence (P26447 whole entry, looked up): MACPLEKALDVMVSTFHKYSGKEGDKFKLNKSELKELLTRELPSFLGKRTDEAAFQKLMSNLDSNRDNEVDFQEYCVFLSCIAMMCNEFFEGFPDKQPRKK
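assay system = human S100A4 monomer with TAMRA-labelled myosin IIA peptide | also added = labelled myosin peptide probe, 5 nM | incubation = 5 min between mix addition and reading | control set = DMSO and TFP controls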
esBAF inh – blocks esBAF chromatin remodeling in mouse ES cells | 350,000 compounds, 2% hits | reporter increase, % at 12.5 µM | AID 602393 | Bmi1-luciferase knock-in reporter, 24 h; 100% = twice the neutral-well signal; in the data active = activation above about 40%; inconclusive = no clear call, values can overlap the other calls;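 also: 0% = median of the plate's neutral control wells and 100% = double that signal; a rise in the Bmi1 reporter signal indicates esBAF inhibition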
FN deposit inh – fibronectin deposition inhibition; AH1F fibroblasts, Alexa488-fibronectin deposition fluorescence, overnight; inhibition, % at 12.6 µM; 350,000 compounds, 0.086% hits; AID 743247;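 active = mean inhibition across replicates of 30% or more, regardless of how many single replicates reach that level; inconclusive = mean under 30% yet at least half of replicates reach 30%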;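 also: positive control wells lacked labelled fibronectin entirely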
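material = AH1F fibroblast monolayer depositing Alexa488-labelled fibronectin into matrix | amount = 10000 AH1F cells/well | buffer or medium = DMEM plus 2% serum, read in PBS | incubation = 1 h cell adhesion before compound, then overnight fibronectin incubation | detection = fluorescence at 485 nm excitation, 525 nm emission | evaluation = percent inhibition as loss of matrix-bound fibronectin fluorescence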
RAD54 inh – blocks human RAD54 Holliday junction branch migration; Q92698; FAM/BHQ fluorescence; inhibition, % at 10.4 µM; 360,000 compounds, 0.14% hits; AID 602329;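 active = mean normalized replicate activity at least 40 and at least half of replicates scoring 40 or more; inconclusive = only one of the two criteria met; inactive = mean below 40 and under half of replicates reaching 40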;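 also: 0% = median of neutral control wells and 100% = median of positive control wells; inhibitors cause a drop in the FAM fluorescence signal; in these data hits start at about 50%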
E-selectin induc – E-selectin induction on HUVECs; AID 686992; HUVEC E-selectin immunofluorescence imaging; normalized: neutral wells 0, TNF-alpha wells 100; 260,000 compounds, 0.37% hits; activation, % at 7.58 µM; P16581;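 active = mean E-selectin-positive cell signal at least 10% of the positive control, reached in at least 60% of replicates, without over 20% cell loss; inconclusive = no rule given, readout overlaps actives, possibly toxicity-flagged; inactive = the rest, including those meeting only one limit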;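 also: in these data hits start at about 27%; measured in HUVEC primary endothelial cells; signal is the percent of cells scored E-selectin positive by PE staining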
Target sequence (P16581 whole entry, looked up): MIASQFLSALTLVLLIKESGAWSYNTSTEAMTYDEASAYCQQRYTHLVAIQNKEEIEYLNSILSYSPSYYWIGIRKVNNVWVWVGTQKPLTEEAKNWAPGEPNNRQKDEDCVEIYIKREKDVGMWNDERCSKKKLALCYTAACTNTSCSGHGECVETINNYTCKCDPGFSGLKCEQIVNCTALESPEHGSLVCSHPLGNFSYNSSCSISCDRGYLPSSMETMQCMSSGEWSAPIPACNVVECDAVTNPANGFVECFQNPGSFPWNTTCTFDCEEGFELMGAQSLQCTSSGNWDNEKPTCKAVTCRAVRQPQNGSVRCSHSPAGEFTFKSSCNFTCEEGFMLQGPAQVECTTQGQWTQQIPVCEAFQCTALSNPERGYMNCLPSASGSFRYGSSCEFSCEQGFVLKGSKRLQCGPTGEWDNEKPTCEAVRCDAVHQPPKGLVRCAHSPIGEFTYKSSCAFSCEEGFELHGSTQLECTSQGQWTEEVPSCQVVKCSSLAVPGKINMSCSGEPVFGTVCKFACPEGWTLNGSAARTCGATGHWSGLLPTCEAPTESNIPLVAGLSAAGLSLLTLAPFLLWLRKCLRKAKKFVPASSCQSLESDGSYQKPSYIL
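Read-out: % PE-positive cells | Test system: HUVEC | Doses: One compound dose added by pin transfer | Buffer or medium: EGM-2 over gelatin coat | Signal: Immunofluorescence imaging | Benchmarks: TNF-alpha, DMSO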
Numbers without * were called inactive; ? = inconclusive; . = not tested or not shown; & = joins results of further samples.

Below each compound – XiGFP reactiv | RAD52 inh | EWS-Fli block | S100A4 MyoIIA | esBAF inh | FN deposit inh | RAD54 inh | E-selectin induc
CSCCC(NC(=O)c1cc(S(=O)(=O)N2CCOCC2)ccc1C)c1nc2ccccc2[nH]1 (configuration not stated)
    -0.1 | -8.3 | 2.2 | -12.4 | -2.2 | -1.4 | -3.7 | -1.8
OC1(c2ccc(Cl)cc2)CCN(Cc2cn[nH]c2-c2ccccc2)CC1
    0.0 | -6.0 | 12.8 | 3.0 | . | 3.8 | 6.8 | .
COC(=O)c1cc(Br)c(=O)n(CCc2ccc(O)cc2)c1
    . | . | . | 12.8 | -8.0 | -1.9 | 8.3 | .
COc1ccc(N2CCN(CCNC(=O)c3ccc4nc5ccccc5c(=O)n4c3)CC2)cc1
    0.0 | -5.5 | 1.5 | -0.7 | 2.2 | 0.1 | 12.6 | 1.6
CCN(CC(=O)Nc1c(F)cccc1F)C(=O)CN1C(=O)C2CCCCC2C1=O (configuration not stated)
    0.0 | -1.9 | -2.3 | -3.1 | 4.7 | -1.4 | 4.6 | .
CC(=O)Nc1ccc(NC(=O)C2CCN(c3ccc(C(F)(F)F)cn3)CC2)cc1
    0.0 | -25.5 | 14.2 | -3.2 | . | 5.3 | . | .
Cc1ccc2c(c1)N(C(=O)CCC(=O)N1CCN(c3ccccc3)CC1)CCO2
    -0.1 | -21.4 | -3.4 | -5.9 | 4.1 | -14.3 | 4.7 | -0.2
C[C@H]1CN([C@@H](C)CO)C(=O)Cc2cc(NC(=O)C3CCCCC3)ccc2O[C@H]1CN(C)Cc1ccncc1
    -0.1 | 1.9 | 4.3 | -6.7 | -0.5 | . | -1.1 | -13.8
O=C(N[C@@H]1CC[C@@H](CCn2cc(-c3ccc(F)cc3)nn2)O[C@@H]1CO)c1cnccn1
    -0.4 | -8.1 | 4.6 | -29.4 | -1.3 | . | 0.0 | -0.4
CN1CCN(CC#CC2(O)CCCCC2)CC1
    . | -6.3 | 6.1 | -0.6 | 1.6 | . | -6.4 | .
C[C@@H]1CCCCO[C@H](CN(C)S(=O)(=O)c2ccc(F)cc2)[C@H](C)CN([C@H](C)CO)C(=O)c2cc(NS(=O)(=O)c3ccccc3)ccc2O1
    0.3 | -1.6 | 24.2 | -6.0 | -3.9 | . | -5.2 | -0.1
COc1ccc(S(=O)(=O)N2CCN(C3CCCCCCC3)CC2)cc1
    -0.1 | -8.5 | -0.8 | -4.2 | -6.9 | -5.4 | -0.1 | 2.2
COc1ccc(C(=O)N2CCN(CCc3ccccn3)CC2)cc1
    0.0 | -0.7 | -7.5 | 4.5 | -8.7 | 7.5 | 15.2 | -1.6
COc1ccc(S(=O)(=O)N(C)C[C@H]2Oc3ccc(NC(=O)Nc4ccc(C(F)(F)F)cc4)cc3CC(=O)N([C@H](C)CO)C[C@@H]2C)cc1
    -1.1 | 7.5 | -7.9 | -16.0 | -2.0 | . | 3.9 | 0.5
O=C(O)c1ccc(S(=O)(=O)NC2CC2)cc1
    -0.3 | -19.8 | 7.6 | -14.5 | . | 0.0 | . | 1.0
CCOCCOC(=O)c1[nH]c2c(c1C)C(=O)CC(c1cccs1)C2 (configuration not stated)
    1.0 | -9.7 | 52.8* | 0.3 | . | 0.5 | -4.9 | 0.8
NC(=O)c1cccc2cc3ccccc3cc12
    0.0 | -8.5 | -4.5 | -5.7 | . | -2.4 | . | .
O=C(NCCCN1CCOCC1)C1CCC(=O)N1CCc1ccccc1 (configuration not stated)
    -0.2 | 12.4 | 0.3 | -0.7 | 1.0 | 4.4 | 6.6 | 0.0
C[C@H]1CN([C@@H](C)CO)C(=O)c2cccc(NC(=O)c3cnccn3)c2O[C@@H]1CN(C)C(=O)Nc1ccc2c(c1)OCO2
    0.3&0.1 | 10.6&-6.1 | 1.2&-4.9 | -5.2&1.1 | 5.9&3.0 | 21.9&2.4 | 8.8&5.0 | 0.3&0.0
O=C(NC(=S)Nc1cnc2ccccc2c1)c1ccccc1
    0.1 | -13.5 | -50.7 | 6.2 | . | -4.6 | -26.0 | .
Cc1ccccc1NC(=S)N(CCN(C)C)C(C)c1cccnc1 (configuration not stated)
    -0.1 | -23.8 | 7.3 | 0.9 | 2.8 | -7.2 | 0.5 | 0.1
O=C(C[C@H]1C[C@H]2c3cc(NC(=O)C4CCC4)ccc3O[C@H]2[C@H](CO)O1)NCc1cccnc1
    0.1 | -0.5 | -6.9 | 0.8 | -1.5 | -0.6 | 0.4 | -0.7
N/C(=N\N=C\c1cccc([N+](=O)[O-])c1)c1nonc1N
    -0.1 | -3.6 | -42.8 | -1.4 | . | 4.4 | -2.7 | .
COc1ccccc1C(=O)C1Nc2ccccc2-c2nnc(SC)nc2O1 (configuration not stated)
    . | . | . | . | 2.7 | 6.3 | -2.9 | -2.1
COc1ccc(C#Cc2ccc([C@H]3[C@@H](CO)N4C(=O)CN(C(=O)c5ccc(F)cc5)C[C@@H]34)cc2)cc1
    0.0 | -19.9 | 3.0 | . | . | -1.5 | . | -0.1
CC(C)NC(=O)Nc1ccc2c(c1)C(=O)N([C@H](C)CO)C[C@H](C)[C@@H](CN(C)S(=O)(=O)c1ccccc1)OCCCC[C@H](C)O2
    -0.2 | 0.8 | 1.0 | -12.5 | -0.7 | 2.0 | -2.6 | -0.1
CO[C@@H]1CN(C)C(=O)c2ccc(NS(=O)(=O)c3ccc(F)cc3)cc2OC[C@@H](C)NC[C@@H]1C
    0.0 | -6.8 | -2.1 | -1.4 | -2.9 | -1.3 | -4.3 | 0.1
CC(Sc1nc(-c2ccccc2)cc(C(F)(F)F)n1)C(=O)N1CCCC1 (configuration not stated)
    0.4 | -3.4 | 3.7 | -0.6 | -8.7 | 1.0 | 2.2 | 2.7
CCOC(=O)N1CCN(c2c(NCCCN(C)c3ccccc3)c(=O)c2=O)CC1
    -0.1 | -15.8 | -4.1 | -1.7 | -6.4 | -11.3 | -7.0 | -0.6
COc1ccc(C(=O)NC(=S)SCC(=O)O)cc1
    -0.1 | -25.9 | 12.2 | -1.6 | 6.0 | -0.3 | . | -0.6

One compound at a time (already shown). Screens in order: XiGFP reactiv	RAD52 inh	EWS-Fli block	S100A4 MyoIIA	esBAF inh	FN deposit inh	RAD54 inh	E-selectin induc
Record of COc1ccc(N2CCN(CCNC(=O)c3ccc4nc5ccccc5c(=O)n4c3)CC2)cc1 = 0.0	-5.5	1.5	-0.7	2.2	0.1	12.6	1.6
Record of COc1ccc(C(=O)N2CCN(CCc3ccccn3)CC2)cc1 = 0.0	-0.7	-7.5	4.5	-8.7	7.5	15.2	-1.6
Record of CCOCCOC(=O)c1[nH]c2c(c1C)C(=O)CC(c1cccs1)C2 (configuration not stated) = 1.0	-9.7	52.8*	0.3	.	0.5	-4.9	0.8

Two of these compounds in another layout:
mol: OC1(c2ccc(Cl)cc2)CCN(Cc2cn[nH]c2-c2ccccc2)CC1
  XiGFP reactiv: 0.0; RAD52 inh: -6.0; EWS-Fli block: 12.8; S100A4 MyoIIA: 3.0; esBAF inh: .; FN deposit inh: 3.8; RAD54 inh: 6.8; E-selectin induc: .
mol: COC(=O)c1cc(Br)c(=O)n(CCc2ccc(O)cc2)c1
  XiGFP reactiv: .; RAD52 inh: .; EWS-Fli block: .; S100A4 MyoIIA: 12.8; esBAF inh: -8.0; FN deposit inh: -1.9; RAD54 inh: 8.3; E-selectin induc: .

(further entries)
Below each compound – XiGFP reactiv | RAD52 inh | EWS-Fli block | S100A4 MyoIIA | esBAF inh | FN deposit inh | RAD54 inh | E-selectin induc
C[C@H](NC(=O)c1nc[nH]c1C(=O)N1CCc2ccccc2C1)c1ccccc1
    0.1 | -6.8 | -0.9 | 0.1 | 2.0 | -6.1 | -4.5 | -0.1
Cc1nc(SCC(=O)NC2CCS(=O)(=O)C2)c2c(C)c(C)sc2n1 (configuration not stated)
    0.1 | -15.2 | -1.8 | -9.3 | -4.5 | 0.4 | . | 0.2
O=C(CCCOC(=O)c1ccc(O)cc1)c1ccccc1
    0.2 | -43.8 | -19.3 | -1.1 | 43.0* | . | 3.8 | 1.9
O=C(Nc1ccc(C(F)(F)F)cc1)N1C[C@@H]2N[C@H](C1)C2c1ccc(-c2cccnc2)cc1 (some centres not stated)
    0.0 | . | -24.4&-15.2 | . | . | -3.7 | . | 0.4
CCOC(=O)N/N=C(\c1ccccc1)C(O)c1ccccc1 (configuration not stated)
    0.1 | -16.0 | 4.6 | -6.3 | . | . | . | .
C[C@@H]1CN([C@H](C)CO)C(=O)CCCn2nncc2CO[C@H]1CN(C)S(=O)(=O)c1ccccc1
    0.0&0.2 | -7.4&3.6&-4.8 | -1.4&-6.5&-2.6 | -0.8&-1.5&-28.5 | 5.6&-1.2&1.3 | -0.2&-3.1 | 7.6&6.3&7.7 | 0.4&0.0
COCC(=O)N1[C@@H](CO)[C@@H](c2ccccc2)C12CN(C(=O)NC1CCCCC1)C2
    0.0 | 6.4 | 6.7 | -2.7 | . | . | . | 0.1
Cc1cc(=O)oc2cc(OC(C)C(=O)NC3CCCC3)ccc12 (configuration not stated)
    0.2 | -29.8 | . | -3.9 | -2.8 | -2.7 | 8.9 | .
Cn1c(=NN=Cc2ccccc2OCCO)sc2ccccc21
    0.1 | -7.3 | -102.6 | -6.6 | 56.5* | 4.8 | 0.9 | .
CCC(=O)N(Cc1cc2cc(OC)ccc2[nH]c1=O)c1ccccc1OC
    0.1 | -8.3 | 0.6 | 5.2 | . | -8.1 | . | 0.1
COc1cc2ccc(CC(N)=O)cc2cc1OC
    -0.1 | -5.2 | -1.2 | 1.1 | . | -0.3 | 7.3 | 0.0
COc1ccc2c3c(n(C)c2c1)[C@H](CO)N(Cc1ccc(F)cc1)CC31CCN(CC2CC2)CC1
    -0.1 | 5.9 | -8.1 | 8.2 | . | . | . | -0.5
CCCOC(=O)c1ccc(NC(=O)/C=C/c2cccs2)cc1
    0.4 | . | . | . | ? | -3.8 | -1.4 | 0.0
COc1ccc(OC)c(NC(=O)CCCc2ccccc2)c1
    0.2 | -6.7 | 4.9 | 0.0 | -5.7 | 1.9 | -9.0 | .

Compound activity as filed in PubChem.

Hits appear at their usual frequency; overall some 3% were active at least once.
